Screening results as filed in PubChem.
Hep lipid drop – modulators of hepatic lipid droplet formation. inhibition, % at 6.5 µM. AML12 mouse hepatocytes, oleate lipid droplets, BODIPY imaging. 240,000 tested, 0.4% active;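 active means lipid droplet intensity inhibited by at least 50%, with more than 500 cells counted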
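Assay system: AML12 mouse liver cells | Compound: 6.5 µM single-point dosing | Schedule: Overnight exposure | Technique: Fluorescence imaging, 20x objective, two fields per well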
SV40 large T antigen – TAg ATPase/helicase activity blockers – biochemical (AID 1903). SV40 large T antigen ATPase/helicase inhibition assay; higher % means a stronger effect. one-dose inhibition, % at 20 µM; IC50 in µM for titrated hits. 310,000 tested, 0.39% active; in the data active means a potency from the dose series; further: strong numbers were not always called active
GPR55 LPI antagonism – inhibition of LPI-stimulated GPR55 beta-arrestin translocation – imaging, U2OS, beta-arrestin-GFP, LPI agonist, primary screen (AID 2013); 290,000 tested, 0.13% active; U2OS GPR55 beta-arrestin-GFP translocation imaging, LPI antagonism; higher % means a stronger effect; one-dose inhibition, % at 10 µM; IC50 in µM for titrated hits;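 active means spots per cell inhibited over 60%, with over 100 cells counted and total cytoplasm intensity under 500,000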;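 further: U2OS cells stably carrying GPR55 and arrestin-GFP stimulated by 5 µM LPI near EC80; imaged beta-arrestin-GFP aggregate spots per cell after agonist stimulation; plate controls were LPI-stimulated DMSO wells for no effect and DMSO wells without LPI for full effect; some results filed as inactive read as strong as hits; confirmed hits need IC50 under 10 µM and bright autofluorescent wells are also inconclusive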
GPR35 antagonists – GPR35 antagonists blocking zaprinast-driven arrestin recruitment, primary screen, imaging, U2OS, beta-arrestin-GFP, zaprinast agonist (AID 2058) | U2OS GPR35 beta-arrestin-GFP translocation imaging, zaprinast antagonism; higher % means a stronger effect | inhibition, % at 10 µM; hits with a dose series show IC50 in µM | 290,000 tested, 0.052% active;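 active means inhibition of at least 50% with at least 30 cells and total cytoplasm GFP at most 10,000,000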
Rac1 GTP hydrolysis – MgcRacGAP GTPase-activating activity inhibitors, confirmation, biochemical, ADP Hunter fluorescence; MgcRacGAP-stimulated Rac1 GTP hydrolysis, ADP Hunter fluorescence; higher % means a stronger effect; GST-tagged Rac1 F28L mutant substrate; one-dose inhibition, % at 30 µM; IC50 in µM for titrated hits; 340,000 tested, 0.6% active; AID 624330;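 active means first-screen hits whose inhibition reached a set limit at any dose in the follow-up dose series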;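 further: fluorescence reports GDP produced by GAP-driven GTP hydrolysis; strong numbers were not always called active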
NTR1 agonist – agonists of NTR1, primary screen, imaging, U2OS cells, beta-arrestin-GFP, high content (AID 493036) | P30989 | NTR1-U2OS beta-arrestin-GFP spot imaging, agonist mode | activation, % at 20 µM | 330,000 tested, 0.17% active;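 active means activation at or above 40% of the spot to cytoplasm intensity ratio, with at least 20 cells analyzed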;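 further: 0% = DMSO without peptide and 100% = 100 nM NTR1 peptide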
Target sequence (P30989 whole entry, looked up): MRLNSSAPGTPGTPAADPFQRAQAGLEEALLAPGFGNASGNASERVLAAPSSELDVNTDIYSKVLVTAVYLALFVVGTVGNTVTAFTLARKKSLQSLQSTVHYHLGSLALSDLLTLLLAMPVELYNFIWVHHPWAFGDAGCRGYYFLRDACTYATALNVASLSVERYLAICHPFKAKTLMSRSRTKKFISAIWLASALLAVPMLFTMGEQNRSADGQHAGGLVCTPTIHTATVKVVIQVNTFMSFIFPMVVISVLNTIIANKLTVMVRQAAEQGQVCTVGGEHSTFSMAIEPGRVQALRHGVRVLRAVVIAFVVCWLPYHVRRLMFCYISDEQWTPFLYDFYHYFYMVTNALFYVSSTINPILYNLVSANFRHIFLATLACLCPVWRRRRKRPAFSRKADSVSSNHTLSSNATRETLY
GPR55 activation – GPR55 agonists via beta-arrestin recruitment, primary screen, imaging, U2OS cells, beta-arrestin-GFP redistribution (AID 1961); U2OS GPR55 beta-arrestin-GFP redistribution imaging; higher % means a stronger effect; one-dose activation, % at 10 µM; EC50 in µM for titrated hits; 290,000 tested, 0.048% active;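 active means activation above 40% with more than 50 cells counted in the well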;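 further: U2OS osteosarcoma cells stably expressing GPR55 and beta-arrestin-GFP; plate controls were DMSO negative control for no effect and LPI positive control for full effect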
T cell HTS – T cell immune modulators affecting CD8 T cell-vesicle binding | 2C CD8+ T cell-vesicle binding, flow cytometry; stronger effect = lower value | calls only at 7 µM | 330,000 tested, 0.068% active | AID 2052;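 active means response, share of CD8 T cells binding vesicles, and their 90th percentile fluorescence all below set limits, cut at about 80% in these data, passing the limit was not always enough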
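Read-out – percent CD8+ FL2 mean versus row control · System – murine 2C transgenic CD8+ T lymphocytes · Times – 1.5 h cell–vesicle binding at 37 °C, then 20 min icy labelling · Control set – naked vesicles low, QL9 vesicles with vehicle high · Detection – cytometric PE anti-B7-1 and Alexa647 anti-CD8 signals after 1% paraformaldehyde fixation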
LYP inhibition – PTPN22 lymphoid phosphatase activity blockers – biochemical, fluorescence intensity, uHTS (AID 1779); inhibition, % at 11.5 µM; hits with a dose series show IC50 in µM; 290,000 tested, 0.054% active; recombinant LYP phosphatase, fluorescence intensity; higher % means a stronger effect; in the data active means inhibition above about 50%;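 further: plate controls were vehicle with enzyme for no effect and no enzyme for full effect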
Hep lipid drop cells 6.5 µM – recorded beside Hep lipid drop, whose call it bears; cell count; measured here: cell count, cytotoxicity flag;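 cells counted across two imaged fields per well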
T cell HTS vesicle-bound % – second read-out of T cell HTS, no call of its own (marks repeat the call); double positive events, %; measured here: CD8+ vesicle-bound cell fraction;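 binding gate set so that unloaded-vesicle control wells show 10% double positive cells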
NTR1 agonist cell count 20 µM – second read-out of NTR1 agonist, no call of its own (marks repeat the call); cell count; measured here: cell count, cytotoxicity flag
* marks the source's active call; other numbers are inactive results; i = inactive; x = no result given.

SMILES	Hep lipid drop	Hep lipid drop cells 6.5 µM	SV40 large T antigen	GPR55 LPI antagonism	GPR35 antagonists	Rac1 GTP hydrolysis	NTR1 agonist	NTR1 agonist cell count 20 µM	GPR55 activation	T cell HTS	T cell HTS vesicle-bound %	LYP inhibition
Cc1ccc(NC(=O)COC(=O)c2ccnn2C)cc1	15	749	25%	0%	-3%	11%	0.1	58	-0.2%	i	13	-5%
CC1C(=O)Nc2ccc(S(=O)(=O)N3CCN(c4cccc(C(F)(F)F)c4)CC3)cc2NC1=O (stereo not given)	-3	717	6%	-9%	6%	2%	6.0	61	-0.2%	i	6	-8%
Cc1cccc(C)c1OC(=O)Cc1ccccc1[N+](=O)[O-]	-22	861	18%	-6%	-8%	2%	-0.4	94	-0.1%	i	46	-4%
CCCc1nn(C)c(C(=O)Nc2ccc(C)c(C)c2)c1Cl	-2	666	7%	12%	16%	6%	3.4	52	0.0%	i	6	1%
Cc1cccc(C(=O)O/N=C(\N)c2ccccn2)c1	-1	815	12%	0%	9%	5%	-1.2	51	-0.2%	i	6	0%
CCC(=O)c1ccc(OCC(=O)N(Cc2nnc(-c3ccccc3Cl)o2)C2CC2)cc1	x	x	26%	x	x	7%	1.3	56	x	i	39	x
COc1ccc(/C(C)=N/NC(=O)CNC(=O)/C=C\c2ccccc2OC)c(OC)c1	14	699	9%	-6%	50%	7%	0.2	64	-0.2%	i	9	-6%
CCOC(=O)C1CCN(S(=O)(=O)c2ccc(Br)c(OCC)c2)CC1	0	724	-1%	7%	-4%	4%	2.8	60	0.1%	i	31	2%
COc1ccc(/C=N/NC(=O)CNC(=O)c2ccncc2)cc1	-2	792	4%	-5%	-5%	5%	-0.3	49	0.2%	i	27	-3%
O=C(N/C(=C\c1ccc([N+](=O)[O-])cc1)C(=O)N1CCOCC1)c1cccc(Br)c1	-43	652	2%	-4%	2%	5%	1.1	64	0.5%	i	27	-10%
COc1ccc(CCCc2n[nH]c(=S)o2)cc1C	5	788	19%	0%	9%	3%	0.1	56	-0.3%	i	34	-4%
CCn1c(SCC(=O)Nc2nc3ccc(OC)cc3s2)nc2c1c(=O)n(C)c(=O)n2C	x	x	3%	-17%	0%	10%	22	69	-0.3%	i	58	-6%
COc1ccc(NC(=S)c2ccccc2)cc1	-8	654	-9%	6%	-2%	15%	0.2	28	-0.2%	i	42	4%
CCCCNC(=O)NNc1nc(Cl)cc(C)c1C#N	18	687	9%	3%	-8%	0%	0.6	39	0.3%	i	26	-6%
O=C(NC(NC(=S)Nc1ccccc1C(=O)O)C(Cl)(Cl)Cl)c1ccccc1 (stereo not given)	x	x	14%	7%	-2%	8%	1.1	88	0.1%	i	47	0%
COc1cc(NC(=O)Cn2nc(Cc3cccnc3)c3ccccc3c2=O)cc(OC)c1OC	x	x	3%	-3%	9%	3%	2.7	65	-0.1%	i	29	-3%
COc1ccccc1N(CC(=O)NCc1ccco1)C(=O)CCC(=O)Nc1ccccn1	-3	706	20%	1%	0%	2%	3.3	38	-0.1%	i	8	-13%
CN1CCN(C(=S)C(=O)NCc2ccccc2)CC1	-25	613	20%	-2%	-1%	1%	1.8	54	-0.2%	i	41	-2%
CC1(C)Cn2c(nnc2-c2ccccc2)S1	-7	719	-6%	8%	-2%	1%	1.6	46	-0.1%	i	40	-2%
O=C(CSc1nc2ccccc2c(=O)n1Cc1ccco1)c1ccccc1	2	739	1%	2%	-17%	11%	5.1	39	-0.1%	i	15	5%
O=C(c1cc2cc(F)ccc2[nH]1)N1CCCC(Nc2ccc(F)cc2)C1 (stereo not given)	23	686	4%	10%	-13%	1%	7.0	49	-0.1%	i	5	0%
O=C(O)CC1SC(=O)N(Cc2ccccc2)C1=O (stereo not given)	x	x	8%	8%	6%	1%	-1.4	73	0.2%	i	16	-9%
O=C(Cc1ccccc1)NCC(=O)N1CCCC1	-6	770	2%	2%	8%	7%	0.3	39	-0.2%	i	6	-7%
COc1cccc(CNC(=O)CN2C(=O)CSc3ccc(S(=O)(=O)N4CCOCC4)cc32)c1	-21	768	10%	-8%	-6%	6%	0.3	61	-0.1%	i	27	-9%
COc1cc(/C=C2\CCC(C3CCCC3)C2=O)ccc1OC(C)C (stereo not given)	-4	804	18%	3%	12%	6%	1.5	67	-0.1%	i	23	-3%

Going on with the list.
SMILES	Hep lipid drop	Hep lipid drop cells 6.5 µM	SV40 large T antigen	GPR55 LPI antagonism	GPR35 antagonists	Rac1 GTP hydrolysis	NTR1 agonist	NTR1 agonist cell count 20 µM	GPR55 activation	T cell HTS	T cell HTS vesicle-bound %	LYP inhibition
CN(Cc1ccc2nonc2c1)Cc1nc(CC2CC2)no1	-37	625	4%	4%	14%	5%	1.0	40	-0.1%	i	33	1%
O=[N+]([O-])c1ccccc1/C=C/CN1CCC(O)CC1	8	829	20%	2%	-4%	27%	1.1	59	-0.3%	i	58	-8%
O=C(c1noc2c1CCCC2)N1CCCCC1	3	791	0%	8%	-5%	9%	0.1	43	-0.1%	i	40	-2%
CCN1CCc2c(sc(NC(=S)NC(=O)c3ccco3)c2C(N)=O)C1	-15	721	23%	7%	-2%	x	-1.1	39	-0.2%	i	30	-3%
CCn1cc([N+](=O)[O-])nc1C	2	566	8%	-8%	1%	1%	0.3	57	-0.3%	i	47	-5%
CC1CC(C(F)F)n2nc(C(=O)O)cc2N1 (stereo not given)	12	808	3%	-1%	9%	9%	-1.1	52	0.1%	i	32	-12%
COc1ccc([N+](=O)[O-])cc1NC(=O)Cc1ccc(Cl)cc1	16	706	2%	-1%	-9%	8%	x	x	-0.2%	i	41	-6%
O=C(Nc1ccc(-c2nnc3n2CCCCC3)cc1)c1cc2ccccc2o1	-4	642	14%	-2%	-13%	17%	-0.7	91	-0.2%	i	62	-2%
CCN(Cc1ccccc1)S(=O)(=O)c1ccc(S(=O)(=O)N(Cc2cccc(OC)c2)CC2CCCO2)cc1 (stereo not given)	14	773	2%	-7%	2%	2%	0.3	77	-0.1%	i	8	3%
COc1ccccc1CC(=O)NC(=O)c1ccccc1O	x	x	2%	2%	9%	6%	-1.4	45	-0.1%	i	12	-4%
COc1cccc(-c2csc(/C(C#N)=C/Nc3cc4oc5ccccc5c4cc3OC)n2)c1	0	799	2%	-4%	-9%	14%	1.1	50	-0.4%	i	56	-8%
C=CCC(CC=C)(NC(=O)c1ccccc1C(=O)O)c1ccccc1	6	515	7%	6%	13%	3%	0.8	59	-0.2%	i	45	-7%
N#Cc1ccc(COC(=O)c2cc(=O)c3ccccc3o2)cc1	-9	652	8%	4%	-8%	-41%	-0.2	58	-0.6%	i	25	1%
O=C(C1=NOC(CNc2ncc(C(F)(F)F)cc2Cl)C1)N1CCOCC1 (stereo not given)	3	678	10%	0%	-3%	3%	-0.3	23	0.3%	i	21	-8%
Cc1nn(CCC#N)c2nc(C(F)(F)F)[nH]c(=O)c12	x	x	-2%	3%	17%	13%	-0.9	41	-0.2%	i	26	-5%
Cc1cc(N2CCCCC2)nc2ccc(NC(=O)c3ccc(Br)o3)cc12	8	758	7%	-10%	5%	8%	8.7	87	-0.1%	i	41	0%
CCc1cccc(NC(=O)CN(C)S(=O)(=O)c2cnc[nH]2)c1	x	x	1%	2%	10%	-6%	1.4	44	0.0%	i	18	-8%
O=C(NC1CCN(C(=S)NCCc2ccccc2)CC1)C1CC1	8	701	-2%	6%	9%	6%	1.7	38	-0.1%	i	38	-9%
Oc1c(C(c2cccs2)N2CCC3(CC2)OCCO3)sc2ncnn12 (stereo not given)	x	x	5%	-2%	3%	20%	0.9	68	0.3%	i	11	-7%
CC(=O)Oc1ccc2c(c1)C(=O)c1ccccc1C2=O	-4	818	2%	-2%	50%	1%	3.2	85	0.0%	i	22	-11%
CC(C)NS(=O)(=O)c1ccc(Br)c(C(=O)OC(C)C(=O)NC2CCCCC2C)c1 (stereo not given)	x	x	3%	x	x	16%	2.4	67	x	i	27	x
O=C(O)CC(NC(=O)C(c1ccccc1)c1ccccc1)c1ccco1 (stereo not given)	-7	722	17%	-18%	4%	-9%	0.0	47	0.3%	i	43	2%
CC(C)NC(=O)c1ccc2c(c1)S(=O)(=O)c1ccccc1C2=O	0	811	-5%	-10%	0%	10%	-1.2	45	-0.1%	i	25	-9%
O=C(C1COc2ccccc2O1)N1CCN(S(=O)(=O)c2ccccc2)CC1 (stereo not given)	6	827	-1%	-8%	1%	8%	1.2	39	0.0%	i	53	-7%
CCCCCn1c(=O)c(-c2nc3ccccc3c(=O)[nH]2)c(O)c2ccccc21	-7	601	6%	11%	15%	x	-1.4	83	0.2%	x	x	-1%
COc1cccc(OC)c1OCCOc1ccc(C(=O)c2ccccc2)cc1	-1	669	6%	6%	5%	4%	2.4	53	-0.1%	i	38	-2%
Clc1cccc(NCc2nnc(SCc3ccccc3Cl)o2)c1	5	800	-1%	1%	18%	9%	2.5	38	0.0%	i	5	-3%
O=C(N/N=C/c1cn(-c2ccccc2)nc1-c1cc2ccccc2o1)c1ccncc1	27	578	6%	24%	-6%	8%	9.2	48	-0.2%	i	46	6%
O=C(CSc1nc2ccsc2c(=O)n1Cc1ccc(C(=O)O)cc1)NCc1ccco1	20	718	9%	-8%	2%	9%	3.4	90	-0.2%	i	44	-6%
O=C(Nc1cc(S(=O)(=O)N2CCCCC2)ccc1O)c1ccccc1NS(=O)(=O)c1ccc(F)c(F)c1	5	710	3%	15%	-13%	9%	3.5	69	-0.1%	i	23	5%

Of the compounds above, these contain a thiophene ring, fused or not.
SMILES	Hep lipid drop	Hep lipid drop cells 6.5 µM	SV40 large T antigen	GPR55 LPI antagonism	GPR35 antagonists	Rac1 GTP hydrolysis	NTR1 agonist	NTR1 agonist cell count 20 µM	GPR55 activation	T cell HTS	T cell HTS vesicle-bound %	LYP inhibition
CCN1CCc2c(sc(NC(=S)NC(=O)c3ccco3)c2C(N)=O)C1	-15	721	23%	7%	-2%	x	-1.1	39	-0.2%	i	30	-3%
Oc1c(C(c2cccs2)N2CCC3(CC2)OCCO3)sc2ncnn12 (stereo not given)	x	x	5%	-2%	3%	20%	0.9	68	0.3%	i	11	-7%
O=C(CSc1nc2ccsc2c(=O)n1Cc1ccc(C(=O)O)cc1)NCc1ccco1	20	718	9%	-8%	2%	9%	3.4	90	-0.2%	i	44	-6%
